# RNase H inhibition: RNase H inhibition, HIV 1 Gag Pol polyprotein, FRET biochemical assay, screening (AID 372). HIV-1 RT RNase H, FRET RNA/DNA substrate fluorescence; higher % means a stronger effect. inhibition, % at 10 µM; hits with a dose series show IC50 in µM. 0.77% of 100,000 active; in the data active = inhibition above about 50%
# * marks the source's active call; other numbers are inactive results; & = joins results of further samples. A portion of the library (hit frequency here may not be typical).
SMILES,RNase H inhibition
Cc1nnc(NC(=O)CN2C(=O)/C(=C/c3cccc(Br)c3)SC2=S)s1,10%
O=C(O)COc1ccc(N2C(=O)C=CC2=O)cc1,35%
Cc1cc(C)n(C(=O)c2ccc(C(C)(C)C)cc2)n1,2%
COc1ccc(CC(=O)NCC2(c3ccccc3)CCCC2)cc1OC,0%
Cc1ccc(C=Nc2ccc3nc(-c4ccc(Cl)cc4Cl)[nH]c3c2)o1,6%&15%
CCCCN1C(=O)C(O)=C(C(C)=O)C1c1ccccc1[N+](=O)[O-] (centres undefined),7%
N/C(=N\OC(=O)c1cccc(Cl)c1)c1ccccc1,5%
Cc1ccc(OCCOc2cccc(/C=C3\SC(N)=NC3=O)c2)cc1C,7%
O=C(Nc1ccc(Cl)c(C(F)(F)F)c1)c1cccs1,0%
CCOC(=O)c1ccc(N=Cc2ccccc2C)cc1,0%
CC1=CC(C)(C)N(C(=O)c2cccc([N+](=O)[O-])c2)c2ccc(C(c3ccccc3)(c3ccccc3)c3ccccc3)cc21,28%
CCOC(=O)C1=C(C)N=c2s/c(=C\c3ccccc3OCc3ccccc3)c(=O)n2C1c1ccc(Cl)cc1 (centres undefined),0%
COc1ccc(OCC(=O)Nc2ccc3oc(-c4ccccc4F)nc3c2)cc1,9%
CC1CCc2c(sc(NC(=O)COc3ccc(Cl)cc3Cl)c2C(N)=O)C1 (centres undefined),12%
O=c1cc(Cc2ccccc2)nc2c(-c3cccc4ccccc34)c(Cc3ccccc3)[nH]n12,11%
Cc1c(OCC(=O)C(C)(C)C)ccc2c(-c3ccccc3)cc(=O)oc12,0%
O=C(Nc1ccc(N2C(=O)C3CCCCC3C2=O)cc1)c1ccccc1 (centres undefined),7%
c1ccc(C2=NC(c3ccccc3)c3c(ccc4ccccc34)N2)cc1 (centres undefined),21%
O=C1c2ccccc2C(=O)N1c1ccc2[nH]c(=S)sc2c1,21%
Cn1c(=O)c2[nH]c(N=Nc3c(O)[nH]c(=O)[nH]c3=O)nc2n(C)c1=O,13%
COc1cccc(N=c2ssc3c2-c2cc(C)c(C)cc2NC3(C)C)c1,21%
O=C(Cn1cc(C=C2C(=O)NC(=S)NC2=O)c2ccccc21)Nc1ccccc1,25%
COc1ccc(CNCc2ccc(F)cc2)cc1OC,0%
O=C(N/N=C/CCc1ccccc1)c1cccc(Br)c1,6%
CCOc1ccccc1N(CC(=O)Nc1cccc(Br)c1)S(C)(=O)=O,16%
CCOC(=O)/C(C#N)=C/c1cc(C)n(-c2ccc([N+](=O)[O-])cc2)c1C,0%
Cc1ccccc1/C=C(/C#N)C(=O)Nc1ccc(Cl)cc1,15%
O=C(CSc1nc2ccc(N3C(=O)c4ccccc4C3=O)cc2s1)Nc1ccc(F)cc1,11%
CCOc1cc(C=C2C(=O)c3ccccc3C2=O)ccc1OCc1ccc(Cl)cc1Cl,9%
COc1ccc(C=Nc2ccc([N+](=O)[O-])cc2Br)c2ccccc12,23%
O=C1N=C(N2CCOCC2)S/C1=C/c1ccco1,11%
COc1ccc2c(c1)C(C)=CC(C)(C)N2C(=O)Nc1ccc(Cl)c([N+](=O)[O-])c1,12%
Cc1ccccc1NCC(=O)N/N=C\c1cc(Br)ccc1O,10%
O=C(Nc1ccc(Cl)cc1)OCCOc1ccc(Cl)cc1Cl,1%
O=C(N/N=C/c1ccccc1[N+](=O)[O-])C1C2CCCCC21 (centres undefined),0%
CCOc1ccc(/C=N/Nc2nc(-c3ccc(Br)cc3)cs2)c(OCC)c1,15%
CCOC(=O)C1=C(O)/C(=C/c2ccccc2)SC1=Nc1ccc(OC)cc1,11%
COc1nccnc1NS(=O)(=O)c1ccc(NC(=O)c2ccc(C(C)=O)cc2)cc1,6%
O=[N+]([O-])c1ccc(N2N=C(/C=C/c3ccccc3)CC2c2ccccc2)cc1 (centres undefined),24%
CC(=O)NC1=NC(=O)/C(=C\c2ccc(C)o2)S1,0%
Cc1ccc(O)c(N=Cc2ccc(-c3cccc(Br)c3)o2)c1,8%
CCC(C)c1ccc(NC(=O)COc2cc(C)c(Cl)c(C)c2)cc1 (centres undefined),16%
CC1CCc2cc(F)ccc2N1C(=O)Nc1ccccc1Cl (centres undefined),9%
O=C(CN1CCCCCC1)N/N=C/c1cccc(C(F)(F)F)c1,17%
COc1ccc(OCC(=O)Nc2ccccc2CO)cc1,0%
COc1ccccc1C(=O)N1CCN(Cc2ccc(Cl)cc2)CC1,0%
CCCNC(=O)c1c(NC(=O)c2ccccc2F)sc2c1CCC(C)C2 (centres undefined),6%
S=c1[nH]nc(-c2ccccc2Cl)n1C1C=CCCC1 (centres undefined),5%
O=C(Nc1ccc(Cl)c(Cl)c1)C1C(c2ccccc2)C1(Cl)Cl (centres undefined),17%
COc1cccc(/C=N\n2c(C)nnc2C)c1O,2%
O=C1NC(=S)N(c2ccccc2)C(=O)/C1=C\c1ccc(N2CCCC2)cc1,20%
C=CCc1cccc2cc(C(=O)N3CCN(Cc4ccccc4)CC3)c(=O)oc12,10%
CC1=C(C(=O)Nc2ccccc2)C(c2ccc(-c3ccccc3)cc2)NC(=S)N1 (centres undefined),11%
COc1cccc(/C=C2\C(=O)NC(=O)N(c3cc(C)cc(C)c3)C2=O)c1OC,3%
COc1ccc(/C=C/C(=O)NCCSc2ccccc2)cc1,12%
COC(=O)C1=C(C)N(c2cc(C)cc(C)c2)/C(=C/c2ccc(O)cc2)C1=O,3%
CC(C)(C)c1cc(S(=O)(=O)Nc2cnc3ccccc3c2)cc(C(C)(C)C)c1F,39%
Cn1c(=O)cc(-c2ccccc2)c2cc(Cl)ccc21,12%
CCOc1cc(/C=N/n2cnnc2)ccc1OCCOc1cccc(C)c1,14%
C=CCNC(=O)CC(=O)N/N=C/c1cccc(Br)c1,10%

# New compounds follow.
SMILES,RNase H inhibition
O=S(=O)(Nc1ccccc1)c1cccc(S(=O)(=O)c2ccc(Br)cc2)c1,24%
Cc1cccnc1NC(=O)Nc1ccc(F)cc1,7%
Cc1ccc(N2C(=O)CC(Cc3ccc(Cl)cc3)C2=O)cc1 (centres undefined),0%
COc1cccc(Nc2nc(-c3ccc(S(=O)(=O)N4CCCC4)cc3)cs2)c1,12%
CC(=O)c1cccc(NC(=O)CC2S\C(=N/N=C/C=C/c3ccccc3)NC2=O)c1 (centres undefined),14%
COc1ccc(S(=O)(=O)Nc2c(C)n(C)n(-c3ccccc3)c2=O)cc1,1%
Nc1nnc(COc2ccc(Cl)cc2Cl)s1,8%
COc1ccc(/C=N/NC(=O)C(=O)Nc2cc(Cl)ccc2Cl)cc1,1%
Cc1cccc(OCC(=O)NC(c2ccccc2)c2c(O)ccc3ccccc23)c1 (centres undefined),18%
N#CC1=C(N)Oc2cc(O)c(Cl)cc2C1c1ccccc1F (centres undefined),17%
CCOC(=O)C1=C(O)/C(=C/c2ccc(N(C)C)cc2)SC1=Nc1ccc([N+](=O)[O-])cc1,4%
CCN(CC)Cc1c(O)ccc2c(=O)c(-c3ccc(Cl)cc3)coc12,4%
Cc1ccccc1NCC(=O)c1ccc([N+](=O)[O-])cc1,7%
Cc1ccc(C2(c3ccc(C)cc3)CC2C(=O)Nc2ccc([N+](=O)[O-])cc2O)cc1 (centres undefined),23%
COc1ccc(OCCCCOc2ccccc2Br)cc1,8%
COc1ccc(N2C(N)=C(C#N)C(c3ccc(OC)c(OC)c3)C3=C2CC(C)(C)CC3=O)cc1 (centres undefined),0%
C/C(Cc1ccccc1)=N\Nc1nc(-c2ccccc2)cs1,33%
CC(=O)Nc1ccc(OCC(O)Cn2c3ccccc3c3ccccc32)cc1 (centres undefined),22%
CCOC(=O)c1c(C)oc2cc(Br)c(OC(C)=O)c(OC(C)=O)c12,2%
Cc1cc(OCC(=O)Nc2ccccc2)ccc1Cl,4%
O=C(NCc1ccco1)/C(=C/c1ccc(F)cc1)NC(=O)c1ccccc1,0%
O=C1C2C3C=CC(C3)C2C(=O)N1c1cc(Cl)ccn1 (centres undefined),8%
O=C1C2C(C(=O)N1/N=C/c1ccc(Cl)cc1)C1C=CC2C12CC2 (centres undefined),15%
O=C(Cc1ccccc1)Nc1ccc(-c2nc3ccccc3s2)c(O)c1,26%
O=S(=O)(Nc1ccc(-c2nc3ccccc3s2)c(O)c1)c1ccccc1,15%
Cc1ccc(Nc2cc(-n3nc(C)cc3C)ncn2)cc1,0%
O=C(NNC(=O)c1cccs1)c1ccc([N+](=O)[O-])cc1,0%
O=[N+]([O-])c1ccccc1NN=C1CCCC1,6%
CCCCSc1nnc(-c2ccc(Cl)cc2Cl)o1,3%
COCCNCCOc1ccc(Cl)cc1,8%
CCCCOC(=O)Nc1ccc(S(=O)(=O)Nc2cc(C)ccc2C)cc1,12%
C=C1CC(C(=O)N/N=C/c2c3ccccc3cc3ccccc23)C1,7%
Cc1ccc(N=Cc2cccc(Cl)c2Cl)cc1[N+](=O)[O-],12%
CC(O)CNCCNc1ccc([N+](=O)[O-])cc1[N+](=O)[O-] (centres undefined),10%
CC1=C(C(=O)OC(C)C)C(c2ccccc2Cl)C2=C(CC(c3cccs3)CC2=O)N1 (centres undefined),6%
COc1ccccc1C(=O)Nc1ccccc1,4%

# 18 successive records out of the list so far, quoted:
SMILES,RNase H inhibition
CCOC(=O)c1c(C)oc2cc(Br)c(OC(C)=O)c(OC(C)=O)c12,2%
Cc1cc(OCC(=O)Nc2ccccc2)ccc1Cl,4%
O=C(NCc1ccco1)/C(=C/c1ccc(F)cc1)NC(=O)c1ccccc1,0%
O=C1C2C3C=CC(C3)C2C(=O)N1c1cc(Cl)ccn1 (centres undefined),8%
O=C1C2C(C(=O)N1/N=C/c1ccc(Cl)cc1)C1C=CC2C12CC2 (centres undefined),15%
O=C(Cc1ccccc1)Nc1ccc(-c2nc3ccccc3s2)c(O)c1,26%
O=S(=O)(Nc1ccc(-c2nc3ccccc3s2)c(O)c1)c1ccccc1,15%
Cc1ccc(Nc2cc(-n3nc(C)cc3C)ncn2)cc1,0%
O=C(NNC(=O)c1cccs1)c1ccc([N+](=O)[O-])cc1,0%
O=[N+]([O-])c1ccccc1NN=C1CCCC1,6%
CCCCSc1nnc(-c2ccc(Cl)cc2Cl)o1,3%
COCCNCCOc1ccc(Cl)cc1,8%
CCCCOC(=O)Nc1ccc(S(=O)(=O)Nc2cc(C)ccc2C)cc1,12%
C=C1CC(C(=O)N/N=C/c2c3ccccc3cc3ccccc23)C1,7%
Cc1ccc(N=Cc2cccc(Cl)c2Cl)cc1[N+](=O)[O-],12%
CC(O)CNCCNc1ccc([N+](=O)[O-])cc1[N+](=O)[O-] (centres undefined),10%
CC1=C(C(=O)OC(C)C)C(c2ccccc2Cl)C2=C(CC(c3cccs3)CC2=O)N1 (centres undefined),6%
COc1ccccc1C(=O)Nc1ccccc1,4%

# (list continues)
SMILES,RNase H inhibition
Cc1ccc(OCCCCCN2CCCC2)cc1C,3%
COc1cc(/C=C2\SC(=S)N(c3ccc(F)cc3)C2=O)cc(OC)c1OC,6%
COc1cc(OC)cc(C(=O)Nc2cccc(C)c2C)c1,5%
Cc1cc(C(F)(F)F)nn1CC(=O)Nc1ccc(OC(F)(F)F)cc1,0%
Cc1cc(/C=C2/SC(=O)NC2=O)c(C)n1-c1cccc(Cl)c1,36%
Cc1ccc(Nc2nc3nonc3n3cnnc23)cc1C,0%
COc1ccc(C2C(C(=O)OCC(C)C)=C(C)NC3=C2C(=O)CC(c2ccccc2)C3)c(OC)c1 (centres undefined),14%
Cc1cc(C=C2C(=O)NC(=O)NC2=O)c(C)n1-c1cc(Cl)cc(Cl)c1,21%
CCOc1cccc2sc(NC(=O)c3cccc([N+](=O)[O-])c3)nc12,15%
CCOc1ccc(/C=N/NS(=O)(=O)c2ccccc2)cc1OCC,10%
COc1ccc(CCNC(=O)C(=O)Nc2cc(Cl)ccc2C)cc1,4%
CCOC(=O)C1=C(C)N=c2s/c(=C\c3cc(C)n(C)c3C)c(=O)n2C1c1cccc(OC)c1OC (centres undefined),13%
O=C(/C=C/c1cccc(NC(=O)c2cccs2)c1)c1ccccc1,12%
Cc1cc(C)cc(N2C(=O)NC(=O)/C(=C\c3cc(Cl)c(OCC(=O)O)c(Cl)c3)C2=O)c1,10%
COc1ccc(-c2nc3ccccc3c(C(=O)NC(C)(C)C)c2C)cc1,0%
COc1ccccc1CNC(=O)CCSc1ccccc1,8%
O=[N+]([O-])c1ccccc1S(=O)(=O)n1cnc2ccccc21,8%
c1ccc(N2N=C(c3cccs3)CC2c2cccs2)cc1 (centres undefined),6%
COc1cc(CNc2cccc(Cl)c2C)cc(OC)c1OC,8%
CCN(CC)c1ccc(NC(=O)c2cc(Br)ccc2OC)cc1,14%
O=C(NCc1ccc(Cl)cc1)C(=O)Nc1cccc(C(F)(F)F)c1,13%
COc1ccc(S(=O)(=O)NC2CCS(=O)(=O)C2)cc1 (centres undefined),11%
COc1ccc(/C=C/C(=O)Nc2nc(-c3ccc(Cl)cc3)cs2)cc1OC,8%
CC1=CC(C)(C)N(C(=O)CN2C(=O)CCC2=O)c2ccccc21,37%
CCCN1C(=O)/C(=C\c2cccc(Cl)c2)SC1=S,19%
O=c1[nH]c(=S)n(-c2cccc3ccccc23)c(O)c1/C=C1/C=Nc2ccccc21,42%
O=C(NCc1ccc2c(c1)OCO2)c1ccccc1Br,10%
CC1CCc2c(sc(NC(=O)COc3ccc(Cl)cc3Cl)c2C#N)C1 (centres undefined),6%
COc1ccc(-c2ccc(CO)o2)cc1,0%
CCN1C(=O)/C(=C\c2ccc(OC)c([N+](=O)[O-])c2)C(C(=O)OC)=C1C,0%
CCn1c2ccccc2c2cc(CN3CCN(Cc4c[nH]c5ccccc45)CC3)ccc21,40%
O=c1/c(=C/c2cc(Br)ccc2OCc2ccccc2F)sc2nc3ccccc3n12,13%
COc1ccc(C(=O)NC(=S)Nc2ccc(-c3nc4ncccc4o3)cc2)cc1Br,10%
CCOc1ccc(C(C)NC=O)cc1 (centres undefined),5%

# Bioassay records from PubChem.
